CaV13 FRET inh: Disruptors of the CACNA1D IQ motif to Ca2+-dependent inactivation inhibitor domain association, primary screening, Förster resonance energy transfer in intact living …; HEK cells, CFP/YFP FRET ICDI-IQ, plate reader, 10 min; percent FRET-ratio fall versus neutral wells; inhibition, % at 12.3 µM; 340,000 compounds, 0.098% hits;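 active means mean replicate inhibition of at least 30% and at least 1% of replicates passing that level; inconclusive means only one of the two criteria is met; inactive means neither criterion is met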;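 further: 0% = median of the neutral control wells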
MC4R antag cAMP: blocks human MC4R cAMP signaling; MC4R-expressing cells, MTII-stimulated cAMP, LANCE TR-FRET; inhibition, % at 6.5 µM; 360,000 compounds, 0.48% hits; AID 540295;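 active means inhibition above its plate's cutoff, the mean of tested wells on that plate plus 3 SD, cut at about 29% in these data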;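 further: 0% = Melanotan II alone and 100% = Melanotan II plus saturating MCL0020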
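Material – human MC4R-expressing U2OS cells · Repeats – no replicates · Detection – TR-FRET with Eu-cAMP and labeled anti-cAMP, 671 nm · Times – compound 30 min, challenge 1 h, detection 1 h · Compound – single nominal compound dose of 6.5 µM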
HTR2A ag: agonists of mouse serotonin 5-HT2A receptor (HTR2A) | activation, % at 7.6 µM | P35363 | 360,000 compounds, 0.66% hits | CHO-K1 mHTR2A beta-arrestin complementation, luminescence; percent of 30 µM serotonin response | AID 624169;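 active means activation above a run cutoff, the mean activation of all tested compounds plus 3 SD, cut at about 14% in these data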;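 further: 0% = plate median of compound wells and 100% = 30 µM serotonin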
Granule exo inh: lytic granule exocytosis inhibition; inhibition, % at 10 µM; AID 651702; 360,000 compounds, 0.66% hits; TALL-104 LAMP-1 surface exposure, flow cytometry; cells stimulated with thapsigargin and PMA;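 active means inhibition above about 55%, limit read from the data; inconclusive means no clear call, values can overlap the other calls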
ABCB6 inh MLPCN: inhibitors of human ABC transporter ABCB6; Q9NP58; K562-ABCB6 porphyrin accumulation, flow cytometry, 1 h; active compounds read low; fluorescence ratio to DMSO, % at 10 µM; 360,000 compounds, 0.19% hits; AID 602162;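 active means fluorescence ratio to DMSO below 75%, the collection mean minus 3 SD; inconclusive means too few cells collected in the well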;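 further: signal is porphyrin accumulated inside mitochondria; 100% equals median channel fluorescence of DMSO control wells; lower ratio means ABCB6 inhibition with less porphyrin fluorescence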
Target sequence (Q9NP58 whole entry, looked up): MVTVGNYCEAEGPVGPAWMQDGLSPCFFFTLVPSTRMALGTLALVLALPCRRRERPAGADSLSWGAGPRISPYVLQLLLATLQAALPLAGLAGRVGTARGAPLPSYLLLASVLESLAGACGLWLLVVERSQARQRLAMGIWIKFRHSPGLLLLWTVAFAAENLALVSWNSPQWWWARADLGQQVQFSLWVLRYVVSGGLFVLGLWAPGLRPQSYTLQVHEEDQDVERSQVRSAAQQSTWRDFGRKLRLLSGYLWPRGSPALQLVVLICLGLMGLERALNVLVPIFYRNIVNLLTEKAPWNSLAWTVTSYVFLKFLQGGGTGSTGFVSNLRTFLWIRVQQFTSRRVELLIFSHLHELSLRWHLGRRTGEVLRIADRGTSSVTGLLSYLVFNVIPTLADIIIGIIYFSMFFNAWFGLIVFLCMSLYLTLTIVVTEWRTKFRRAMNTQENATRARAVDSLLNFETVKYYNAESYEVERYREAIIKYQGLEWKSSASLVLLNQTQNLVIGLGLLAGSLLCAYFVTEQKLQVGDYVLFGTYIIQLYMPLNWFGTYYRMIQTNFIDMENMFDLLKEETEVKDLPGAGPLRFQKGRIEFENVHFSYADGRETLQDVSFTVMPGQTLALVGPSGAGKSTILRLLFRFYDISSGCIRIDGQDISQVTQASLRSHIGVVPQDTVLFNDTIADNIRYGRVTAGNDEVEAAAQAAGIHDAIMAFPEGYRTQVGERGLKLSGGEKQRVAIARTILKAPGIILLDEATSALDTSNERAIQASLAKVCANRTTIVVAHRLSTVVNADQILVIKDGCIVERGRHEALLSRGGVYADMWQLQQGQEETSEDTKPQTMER
PDI turbidity: blocks human protein disulfide isomerase activity. 350,000 compounds, 0.052% hits. P07237. PDI insulin aggregation turbidity, A650, 90 min. inhibition, % at 10 µM. AID 588391;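 active means mean inhibition across replicates of 30% or more, whatever share of single replicates reach that level; inconclusive means mean inhibition below 30% while every single replicate reaches 30%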;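 further: absorbance from insulin aggregation driven by PDI reduction with DTT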
MC4R ag barr: activates human MC4R beta-arrestin recruitment; P32245; U2OS MC4R beta-arrestin complementation, luminescence; percent of melanotan II response, DMSO zero; activation, % at 8.9 µM; 360,000 compounds, 0.98% hits; AID 540308;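 active means activation above a per-plate cutoff, the mean activation of sample wells on that plate plus 3 SD, cut at about 8% in these data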
ABHD5 PLIN5 PPI: inhibitors of human ABHD5-perilipin-5 interaction; Split G. princeps luciferase complementation, luminescence, 4 h; inhibition, % at 4 µM; 360,000 compounds, 0.78% hits;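 active means inhibition above the mean inhibition across every tested compound plus 3 SD, cut at about 22% in these data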;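 further: 0% = DMSO only wells and the 100% control is not disclosed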
Glyco luc inh: N-linked glycosylation inhibition | AID 588692 | 360,000 compounds, 0.23% hits | reporter increase, % at 12.5 µM | D54 ERlucT glycosylation luciferase reporter, 24 h; percent of 100 nM tunicamycin response;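 active means mean luciferase reporter signal, scaled so untreated is 0 and the glycosylation-blocking control 100, at or above a set limit in every replicate; inconclusive means mean reaches the limit but not every replicate does; inactive means mean below the limit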;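 further: luciferase carries N-glycosylation sites so blocking glycosylation raises the light; 0% = median of neutral control wells and 100% = median of 100 nM tunicamycin wells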
H9c2 protect: myocardial damage modulation in H9c2 cells. H9c2 cardiomyocytes, H2O2 injury protection, ATPLite, 2 h. protection from H2O2 cell death, % at 20 µM. 360,000 compounds, 0.63% hits;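 active means compounds giving at least 50% protection of heart cells from peroxide-induced death in the single-dose screen, raw or plate-pattern-corrected value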;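 further: 0% = DMSO wells with peroxide and 100% = DMSO wells without peroxide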
* = called active by the depositor; ? = inconclusive; / = not tested or not shown.

Every second line gives: CaV13 FRET inh	MC4R antag cAMP	HTR2A ag	Granule exo inh	ABCB6 inh MLPCN	PDI turbidity	MC4R ag barr	ABHD5 PLIN5 PPI	Glyco luc inh	H9c2 protect
CC1(C)C2CCC1(C)C(OC(=O)c1ccccc1C(=O)O)C2 (centres undefined)
  -4	10	-4	-1	96	-11	-2.7	3	2	7
COc1cccc(N/N=C/c2cccc(Br)c2O)c1
  -2	22	-2	-1	97	3	1.6	1	-5	-1
CC1(C)CC(=O)C=C(C(=O)N2CCCC(C(=O)c3cccc(C(F)(F)F)c3)C2)O1 (centres undefined)
  -4	7	-1	-6	103	-9	4.2	10	0	-2
COc1ccccc1NC(=O)c1ccccc1NC(=O)c1cccs1
  0	12	-4	1	94	-11	3.5	-2	2	0
CCOC(=O)Cc1[nH]nc2c1C(C1C=CCCC1)C(C#N)=C(N)O2 (centres undefined)
  -1	2	-3	0	100	-4	-1.7	-5	2	6
CCN(CC)CCn1c2ccccc2c2nc3ccc([N+](=O)[O-])cc3cc21
  -5	-6	-4	0	178	-8	0.3	-1	70*	-5
NC(=O)C1CCCN(CCc2ccccc2)C1 (centres undefined)
  -5	-1	7	0	101	6	-0.9	2	4	1
COc1ccc(CN(C2CCCC2)S(=O)(=O)c2ccc(-n3cnnn3)cc2)cc1
  -4	7	-2	-2	98	7	0.3	6	-4	-7
CCOC(=O)/C(C(=Nc1ccccc1)Nc1ccccc1)=C(\C)O
  -20	7	4	-3	102	3	-0.9	-1	0	-1
CCOc1ccccc1N1CCN(C(=O)CSc2ccc3c(c2)OCCO3)CC1
  -4	-1	-2	13	99	3	-1.2	0	-2	13
Cc1onc(-c2ccccc2Cl)c1C(=O)NC(=S)NCC(=O)c1ccccc1
  -4	3	-2	-2	90	-4	19*	-8	2	-4
Cc1[nH]c2ccccc2c1C(=O)C(=O)N1CCN(c2ccccc2Cl)CC1
  -3	8	3	4	106	-1	7.3	3	0	-1
Cc1ccccc1NCCNc1ccccc1C
  /	-4	3	0	100	10	2.5	3	-1	-9
O=C(O)c1ccc(NC(=S)NCc2ccccc2)cc1
  0	8	7	-7	97	9	-0.5	1	-1	0
Cc1ccc(-n2nc3c(c2NC(=O)c2ccc4c(c2)OCO4)CSC3)c(C)c1
  -10	2	-3	-3	99	5	0.4	-4	0	-3
Cc1nc(Cl)c(C(=O)Nc2cccc(F)c2)c(C)c1Cl
  -6	9	3	-4	86	-2	2.6	-4	1	-6
O=C(COC(=O)c1cc(NS(=O)(=O)c2cccs2)ccc1O)Nc1ccc(F)c(F)c1F
  -20	-5	-4	-1	96	23	-0.1	-5	1	-11
COC(=O)c1ccc(NS(=O)(=O)c2ccc3[nH]c(=O)oc3c2)cc1
  -3	-6	-1	5	100	-8	-1.3	-6	2	-2
Cc1nc(C)c(CCNC(=O)c2cccc(Cl)c2)s1
  -5	15	1	-3	97	5	-1.1	5	0	1
Cc1ccccc1NC(=O)CSc1nnc(-c2ccccc2)n1-c1ccccc1
  /	12	0	-2	109	3	-1.1	7	-4	2
CSc1ccccc1C(=O)Nc1cccc([N+](=O)[O-])c1C
  -2	0	6	0	100	5	1.5	9	1	8
COc1ccc(N2CCN(C(=O)[C@@H](NC(=O)c3ccccc3Cl)C(C)C)CC2)cc1
  -18	2	-4	-8	97	-4	-1.1	-3	-1	1
Cc1cc(C)c(C#N)c(SCC(=O)N(CC(C)C)C2CCS(=O)(=O)C2)n1 (centres undefined)
  -5	5	-5	1	102	1	-0.3	-8	-1	4
CCC(=O)NC1(C(F)(F)F)C(=O)Nc2c1c(=O)[nH]c(=O)n2Cc1ccco1 (centres undefined)
  -6	5	6	-2	107	0	0.4	-2	0	6
Cc1cc(N2C(=O)C(O)=C(C(=O)c3cc4ccccc4o3)C2c2ccc(OC(C)C)cc2)no1 (centres undefined)
  -8	2	2	1	93	0	-3.3	-23	3	-3
Cc1ccc(NS(=O)(=O)c2cccc(C(=O)NC3CCN(Cc4ccccc4)CC3)c2)c(C)c1
  -7	-3	-14	-13	100	-6	1.8	1	-6	-14
COc1cccc(CC(=O)Nc2sc3c(c2C(N)=O)CCCC3)c1
  -3	8	6	-6	95	11	-1.6	-6	-3	-7
NC(=NC1CCCCC1)c1ccc(Cl)cc1
  -4	15	-3	0	96	1	-1.1	-6	0	7
CCCS(=O)(=O)c1c(S(=O)(=O)CCC)c2cc(-c3ccncc3)ccn2c1C(=O)OC
  16	9	-6	-7	94	5	-0.1	1	12	0
O=C(Cc1ccccc1[N+](=O)[O-])NCC(O)c1ccc2c(c1)OCO2 (centres undefined)
  -5	7	2	4	96	-15	-2.6	-1	0	1
CC1CCN(C(=O)c2ccccc2NC(=O)c2cccc(S(=O)(=O)N3CCOCC3)c2)CC1
  /	6	2	1	81	12	-1.3	-2	1	11
COc1ccccc1NS(=O)(=O)c1ccc(C(=O)N2CCN(c3ccccc3)CC2)cc1
  -5	2	-13	-3	103	-15	-2.6	7	-3	-12
Cc1cccc2cc(CN(Cc3ccco3)C(=O)c3ccco3)c(=O)[nH]c12
  -20	14	-1	17	98	-2	-0.3	4	0	0
CC(C)n1c(O)c(N=NC(=O)CNC(=O)Cc2ccc(Cl)cc2)c2ccccc21
  -2	-5	-3	-3	108	-2	-2.1	5	0	4
Cc1ccc(SCc2[nH]nc3c2C(c2ccco2)C(C#N)=C(N)O3)cc1 (centres undefined)
  -8	-1	2	2	97	2	0.7	7	7	5
CCOC(=O)C(=CNc1ccc(NC2=NCC(C)(C)S2)cc1)C(=O)OCC
  -4	14	10	8	101	1	1.3	4	-1	14
CCOC(=O)C(C)Oc1ccc(NC(=O)C(Cl)Cl)cc1 (centres undefined)
  -17	17	-5	-2	100	-2	-0.9	2	-1	2
COc1ccc(-n2cc(-c3ccc(Cl)cc3)[nH]c2=S)cc1
  -6	5	5	-6	92	-4	6.4	-1	-1	-7
Cn1cccc1/C=C1\Cc2ccccc2C1=O
  -1	-17	-3	1	95	-4	0.5	4	-3	-6
O=C(NCc1ccc(F)cc1)C(=O)NCC1CCCN1S(=O)(=O)c1ccccc1 (centres undefined)
  -13	-7	9	-3	95	-6	-1.2	6	-1	5
CC1Cc2cc(S(=O)(=O)N3CCC(C(=O)N4CCCCC4)CC3)ccc2N1C(=O)C1CC1 (centres undefined)
  -2	13	7	-2	100	-3	3.0	4	2	-3
Cc1ccc(-n2nc(C)cc2N)c(C)c1
  -4	8	-1	3	103	-1	-1.8	-6	2	7
CC(C)(C)OC(=O)N1CCC(CNC(=O)c2ccc(F)cc2)CC1
  -6	13	-1	0	101	-8	-1.6	-8	-1	7
CC(=O)OC1CC(c2cc(C(C)(C)C)c(O)c(C(C)(C)C)c2)=NO1 (centres undefined)
  -4	5	3	7	97	-2	-0.4	-6	-1	2
COc1ccc(C)cc1NC(=O)CC1COc2ccccc2O1 (centres undefined)
  -5	14	0	-3	91	5	1.7	3	0	0
O=C(/C=C/c1cn(-c2ccccc2)nc1-c1cccnc1)c1ccco1
  1	21	-2	12	93	-3	0.1	13	32*	12
Cc1ccc(S(=O)(=O)n2ccnc2)cc1C
  -6	4	9	-4	93	-1	-0.8	0	1	-35
O=C(COC(=O)Cc1c(Cl)cccc1Cl)NC1CCCC1
  -2	-4	-8	8	100	-3	0.3	7	-2	3
CCOC(=O)c1cc(-c2cccs2)nc2c1c(C)nn2-c1ccccn1
  -2	12	3	22	93	-6	0.3	0	0	21
O=C1CN(C(=O)COC(=O)Cc2ccccc2F)c2ccccc2N1
  -3	10	-5	-1	98	-1	2.2	-10	1	2
C[C@H]1CCC[C@@]2(O[C@H](CCO)C[C@@H](O)[C@@H]2O)O1
  -4	-5	0	7	101	1	1.4	1	2	1
CC(C)C1N(C(=O)CN2CCCCC2)CCN1S(=O)(=O)c1ccccc1 (centres undefined)
  -3	10	0	0	98	-7	-2.9	1	0	-2
Cc1cc(Br)ccc1SCC(=O)OCC(=O)Nc1ccccc1C#N
  -5	10	3	-1	103	4	4.2	0	0	0
COc1ccc(CC(=O)Nc2sc3c(c2C(N)=O)CCCC3)cc1
  -3	6	-2	-17	96	-9	0.5	-2	-3	-10
O=C(Nc1cccc(OCC(=O)N2CCOCC2)c1)c1cccc([N+](=O)[O-])c1
  -4	2	3	-10	92	9	-3.0	1	0	1
CCOC(=O)C1=C(c2ccccc2)OC(N)=C(C#N)C1C1CCCCC1 (centres undefined)
  1	5	-4	2	101	2	4.0	-4	0	-21
CC(C)(C)n1ncc2c(=O)n(CC(=O)NC3CCCCC3)cnc21
  -6	6	6	1	108	-1	-0.1	-9	-2	-6
CCN1CN=C(NS(=O)(=O)c2ccc(C)cc2)NC1
  -9	2	4	-2	96	-3	-1.6	2	1	8
COc1ccc(N2CCN(S(C)(=O)=O)CC2)cc1
  -5	6	2	-3	99	-7	-1.1	1	1	3
Cc1ccc2nc(C)cc(Cl)c2c1
  -7	-10	6	3	107	-16	-1.2	3	0	4

More structures
Every second line gives: CaV13 FRET inh	MC4R antag cAMP	HTR2A ag	Granule exo inh	ABCB6 inh MLPCN	PDI turbidity	MC4R ag barr	ABHD5 PLIN5 PPI	Glyco luc inh	H9c2 protect
COc1cc2nc(NC(=O)c3ccco3)sc(=O)c2cc1OC
  -5	7	-7	5	100	-5	-2.9	3	?	0
COC(=O)c1cc(CNC(=O)c2ccccc2Cl)ccc1OC
  -3	3	0	-6	93	12	-0.3	4	0	12
CCN1C[C@@H]2[C@@H]3C(=O)N(C)C(=O)[C@@H]3[C@](C)(C1=O)N2C(=O)c1ccccc1
  -12	4	-2	11	95	-40	-1.4	2	1	8
CC(C)(C)c1ccc(NC(=O)COC(=O)c2ccc3ncsc3c2)cc1
  -6	4	-4	-1	107	-3	1.3	-7	2	-10
CCCOc1ccc(-c2nc(N)n[nH]2)cc1
  -5	-2	2	-2	101	8	-1.5	-3	-2	-6
CC(C)CC(=O)NC(Nc1ccc([N+](=O)[O-])cc1)C(Cl)(Cl)Cl (centres undefined)
  -3	5	0	3	101	-5	-1.0	-3	0	-18
O=C(Nc1ccc(O)c2c(=O)cc(-c3cccc(Cl)c3)oc12)c1ccc(F)cc1
  -10	2	-1	5	96	-9	-0.8	-1	-4	3
Cc1cc(=O)n2c3c(cccc13)CCC2
  -5	19	-3	0	103	2	1.4	5	-2	24
Cc1cc(NCC(=O)Nc2ccc(C)c(S(=O)(=O)N3CCOCC3)c2)ccc1Br
  -3	1	4	0	97	-4	-0.5	-2	-1	-7
